DT40 TDP1 no CPT: qHTS for Inhibitors of human tyrosyl-DNA phosphodiesterase 1 (TDP1): qHTS in cells in absence of CPT. 420,000 tested, 15% active. Potency, µM (highest dose often 46.2 µM), for the others: at the top dose activity change, negative = growth inhibition, usual class: inhibitors. AID 686978, 2013. DT40 Tdp1-/- hTDP1 cells, no CPT, ATP luminescence, 48 h; further: nearly all actives have a fitted effect of over 55% in size
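Growth of hTDP1-complemented DT40 Tdp1-knockout cells is measured by ATP luminescence after at least 48 hr compound exposure at 37 °C, with DMSO substituting for the 20 nM CPT used in the parallel screen.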
TDP1 inh: TDP1 (human) enzyme inhibition; 350,000 tested, 0.28% active; recombinant TDP1, AlphaScreen DNA substrate cleavage; Potency, µM (highest dose often 130 µM), for inactives: top-dose activity change, negative = inhibition, actives largely listed as inhibitors; AID 485290; further: nearly all actives have a fitted effect of over 40% in size
Target sequence (Q9NUW8 whole entry, looked up): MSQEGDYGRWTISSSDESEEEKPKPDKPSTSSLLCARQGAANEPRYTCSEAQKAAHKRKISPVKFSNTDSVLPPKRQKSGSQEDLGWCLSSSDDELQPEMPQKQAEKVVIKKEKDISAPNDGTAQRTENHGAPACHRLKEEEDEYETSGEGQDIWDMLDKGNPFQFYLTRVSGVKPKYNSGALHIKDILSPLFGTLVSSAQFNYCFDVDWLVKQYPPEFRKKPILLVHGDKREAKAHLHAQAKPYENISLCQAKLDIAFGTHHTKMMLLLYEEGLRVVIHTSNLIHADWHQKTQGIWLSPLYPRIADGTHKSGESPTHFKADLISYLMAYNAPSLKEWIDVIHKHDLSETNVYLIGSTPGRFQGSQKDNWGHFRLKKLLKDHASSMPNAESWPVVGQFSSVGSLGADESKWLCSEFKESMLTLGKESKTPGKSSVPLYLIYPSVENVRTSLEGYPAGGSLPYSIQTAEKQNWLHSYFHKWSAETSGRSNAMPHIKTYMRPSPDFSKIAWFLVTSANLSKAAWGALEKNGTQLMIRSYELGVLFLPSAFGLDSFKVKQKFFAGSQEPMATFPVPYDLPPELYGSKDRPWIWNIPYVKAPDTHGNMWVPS
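Tdp1 1 nM final; 15 min RT w/ cpd; substrate 15 nM, 5 min; beads 10 ug/ml, 10 min; AlphaScreen read. Neg ctrl: no enzyme.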
KAT2A inh: inhibitors of human GCN5L2 histone acetyltransferase; Q92830; GCN5L2 HAT assay, ThioGlo1 CoA-SH fluorescence; Potency, µM (doses to about 58.9 µM), inactives show top-dose activity change, negative = inhibition, usual class: inhibitors; 390,000 tested, 0.21% active
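Free CoA generated was detected with ThioGlo1 (50uM) fluorescence at Ex340nm/Em540nm, read immediately and after 20 min at room temperature. Enzyme, 20 nM in HEPES pH 7.5 buffer, saw compounds 15 min before adding 75uM H3(1-25) peptide and 70uM acetyl-CoA.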
* hit, by the source's call; & = joins results of further samples; [ ] = remark or other dose. The call rests on the fitted dose curve; in most records, active means well fitted curve in the direction sought with a large enough effect; inconclusive means small, poorly fitted or top-dose-only effect, or another doubt; inactive means no such curve, though single readings can be large; an effect the other way counts as inactive or inconclusive. On the % scale 0 is the no-effect control and ±100 the full control effect; potency means the concentration at half of the fitted maximal effect.

Results for O=S(=O)(c1cccc(C(F)(F)F)c1)N(CCCN1CCOCC1)Cc1cccs1 ?
DT40 TDP1 no CPT: -26%&-26%; TDP1 inh: -10%; KAT2A inh: 9%&2%

What do the screens show for `CCOc1ccc(S(=O)(=O)NCCC(=O)N2CCN(Cc3ccccc3)CC2)cc1`?
DT40 TDP1 no CPT: inconclusive; TDP1 inh: 4%; KAT2A inh: -9%

What do the screens show for `Cc1cc(=O)oc2cc(OCC(=O)Nc3nnc(C(C)C)s3)ccc12`?
DT40 TDP1 no CPT: 2%; TDP1 inh: 9%; KAT2A inh: 1%

How did CN(Cc1ccc(Cl)s1)C(=O)CCl do in these assays?
DT40 TDP1 no CPT: 1.8µM*; TDP1 inh: 3%; KAT2A inh: -4%

Results for CC(CCc1ccccc1)NS(=O)(=O)c1ccccc1 (stereo unspecified) ?
DT40 TDP1 no CPT: inconclusive; TDP1 inh: -2%; KAT2A inh: -2%

How did CC(Nc1cccnc1)=C(C#N)C#N do in these assays?
DT40 TDP1 no CPT: 3%; TDP1 inh: 5%; KAT2A inh: -7%

What do the screens show for `c1ccc2c(N3CCOCC3)nc(N3CCOCC3)nc2c1`?
DT40 TDP1 no CPT: inconclusive; TDP1 inh: -5%; KAT2A inh: -5%

Results for CC(Nc1cccc(C(=O)NC2CC2)c1)c1nnc(-c2ccccc2)o1 (stereo unspecified) ?
DT40 TDP1 no CPT: -25%; TDP1 inh: 1%; KAT2A inh: -2%

How did CCN(CC)c1ccc(NC(=O)CCS(=O)(=O)c2ccc(Br)cc2)c(C)c1 do in these assays?
DT40 TDP1 no CPT: -24%; KAT2A inh: -1%

Results for CCCNC(=O)/C(=C/c1cn(S(=O)(=O)N(C)C)c2ccccc12)NC(=O)c1ccc(OC)cc1 ?
DT40 TDP1 no CPT: -3%; TDP1 inh: 0%; KAT2A inh: -7%

Results for NNC(=O)Cn1nc2n(c1=O)-c1ccccc1SC2 ?
DT40 TDP1 no CPT: 8%; TDP1 inh: 5%; KAT2A inh: 8%

How did C=C(C)CSc1nnc(-c2ccc(OC)cc2)n1N do in these assays?
DT40 TDP1 no CPT: -1%; TDP1 inh: 6%; KAT2A inh: 1%

Results for CC(=O)NC1(C(F)(F)F)C(=O)Nc2c1c(=O)[nH]c(=O)n2CC(C)C (stereo unspecified) ?
DT40 TDP1 no CPT: -10%; TDP1 inh: 0%; KAT2A inh: 2%

How did Cc1cccc(CSC2=NN3CCCC(=O)N=C3S2)c1 do in these assays?
DT40 TDP1 no CPT: inconclusive; TDP1 inh: 3%; KAT2A inh: -2%

Results for CCC(=O)c1ccc(OCC(=O)NC2CCN(Cc3ccccc3)CC2)cc1 ?
DT40 TDP1 no CPT: -3%; TDP1 inh: 0%; KAT2A inh: 0%

What do the screens show for `COc1ccc(C)cc1-n1ccn(CC(=O)Nc2ccc(Br)cc2F)c(=O)c1=O`?
DT40 TDP1 no CPT: -5%; TDP1 inh: -18%[0.505 µM]; KAT2A inh: -2%

Results for NC(=NCCc1c[nH]c2ccccc12)NC(=O)c1ccc(F)cc1 ?
DT40 TDP1 no CPT: inconclusive; KAT2A inh: -2%

How did Oc1ccc(Cl)cc1CNn1cnnc1 do in these assays?
DT40 TDP1 no CPT: -2%; TDP1 inh: 3%; KAT2A inh: 34%[activator]

How did N#Cc1cccc(NC(=O)COC(=O)c2cc(S(=O)(=O)Nc3ccccc3Cl)ccc2O)c1 do in these assays?
DT40 TDP1 no CPT: -15%; TDP1 inh: 0%; KAT2A inh: -12%

What do the screens show for `CCCC1=NN(c2ccc([N+](=O)[O-])cc2)C(=O)/C1=C/N(C)C`?
DT40 TDP1 no CPT: -16%; TDP1 inh: -5%; KAT2A inh: -2%

How did CC(C)N(CCCNC(=O)Cn1c(=O)c2cccn2c2ccc(F)cc21)Cc1ccccc1 do in these assays?
DT40 TDP1 no CPT: 1%; TDP1 inh: 0%; KAT2A inh: 0%

Results for CCOc1ccccc1CNC(=O)c1ccc(Sc2ccc(Cl)cc2)c(NC(C)=O)c1 ?
DT40 TDP1 no CPT: inconclusive; TDP1 inh: 3%; KAT2A inh: -2%

What do the screens show for `CCn1c(SCC(=O)NCCc2ccccc2)nc2c(c1=O)SC(C)C2` (stereo unspecified)?
DT40 TDP1 no CPT: inconclusive; TDP1 inh: 10%; KAT2A inh: 3%

What do the screens show for `O=C(CSc1nc2ccccc2n1Cc1ccc(F)c(Cl)c1)N1CCN(c2ccc(F)cc2)CC1`?
DT40 TDP1 no CPT: 9.2µM*; TDP1 inh: 0%; KAT2A inh: -2%

Results for CCOC(=O)c1c(NC(=O)Cn2cc([N+](=O)[O-])cn2)sc2c1CCC2 ?
DT40 TDP1 no CPT: -6%; TDP1 inh: 2%; KAT2A inh: 1%

Results for COCCn1c(=O)c(-c2cc(F)cc(F)c2)nc2cnc(Nc3cccc(OC)c3)nc21 ?
DT40 TDP1 no CPT: -22%; KAT2A inh: -21%

Results for CCOc1cc(C(=O)Nc2ccccc2N2CCOCC2)ccc1OCC(=O)N1CCCCC1 ?
DT40 TDP1 no CPT: inconclusive; TDP1 inh: 0%; KAT2A inh: -7%

Results for O=C(Nc1sc2c(c1C(=O)O)CCC2)c1cccs1 ?
DT40 TDP1 no CPT: -16%; TDP1 inh: -2%; KAT2A inh: -8%

How did CCOC(=O)COc1ccc2ccccc2c1/C=C/[N+](=O)[O-] do in these assays?
DT40 TDP1 no CPT: 3.7µM*; TDP1 inh: -5%; KAT2A inh: -3%

Results for CCOc1ccc(N(CC(=O)Nc2ccc(C)cc2)S(=O)(=O)c2c(C)noc2C)cc1 ?
DT40 TDP1 no CPT: -27%; TDP1 inh: -1%; KAT2A inh: 2%

What do the screens show for `Cc1nc(-n2nc(C)c(Cc3ccc4c(c3)OCO4)c2C)sc1C(=O)Nc1cccc(Cl)c1`?
DT40 TDP1 no CPT: 16µM*; TDP1 inh: -13%; KAT2A inh: -8%

What do the screens show for `Cc1ccc(S(=O)(=O)c2nc(-c3ccccc3)oc2NCCCN2CCOCC2)cc1`?
DT40 TDP1 no CPT: 4%; TDP1 inh: 5%; KAT2A inh: -5%

What do the screens show for `C=CCn1c(SCc2ccccc2)nnc1-c1cccnc1`?
DT40 TDP1 no CPT: -5%; TDP1 inh: 1%; KAT2A inh: 0%

Results for Cc1ccc(CNC(=O)c2ccc(Cn3c(SCc4ccccc4F)nc4cccnc43)cc2)cc1 ?
DT40 TDP1 no CPT: inconclusive; TDP1 inh: 9%; KAT2A inh: -9%

What do the screens show for `CC(C)(C)n1nc2c(c1NC(=O)COc1ccc(F)cc1)CS(=O)(=O)C2`?
DT40 TDP1 no CPT: 13%; TDP1 inh: 1%; KAT2A inh: -23%

How did Clc1ccc(CN2CCN(c3ncnc4scc(-c5cccs5)c34)CC2)cc1 do in these assays?
DT40 TDP1 no CPT: 16µM*; TDP1 inh: 3%; KAT2A inh: -15%

What do the screens show for `CC1(C)CC(=O)C2=C(C1)Nc1ccccc1NC2c1ccc2c(c1)OCO2` (stereo unspecified)?
DT40 TDP1 no CPT: -9%; TDP1 inh: -2%; KAT2A inh: -9%

Results for O=C(O)/C=C1\NC(=O)c2ccccc21 ?
DT40 TDP1 no CPT: -2%; TDP1 inh: 1%; KAT2A inh: 3%

Results for COc1ccc(-c2oc3ccccc3c(=O)c2O)cc1OC ?
DT40 TDP1 no CPT: -29%; TDP1 inh: 7%[56.1 µM]; KAT2A inh: 32µM*

What do the screens show for `COc1ccc(Nc2nnc(-c3ccc(C(N)=O)cc3)c3ccccc23)cc1`?
DT40 TDP1 no CPT: inconclusive; KAT2A inh: 0%

Results for O=C(CSc1ncnc2ccccc12)Nc1cccc(S(=O)(=O)N2CCCC2)c1 ?
DT40 TDP1 no CPT: inconclusive; TDP1 inh: 3%; KAT2A inh: -7%

What do the screens show for `C/C(N)=C(/C#N)C(=O)COc1ccc(Cl)cc1Cl`?
DT40 TDP1 no CPT: inconclusive; TDP1 inh: 8%; KAT2A inh: 2%

What do the screens show for `CCCCCN(CCCCC)C(=O)[C@H](CCC(=O)O)NC(=O)c1ccc(Cl)c(Cl)c1`?
TDP1 inh: 5%[56.1 µM]; KAT2A inh: -2%[21.4 µM]

What do the screens show for `CCc1ccccc1Nc1ncnc2c1nc1n2CCCC1`?
DT40 TDP1 no CPT: -18%; TDP1 inh: -1%; KAT2A inh: -9%

What do the screens show for `COc1ccc(NC(=O)c2ccc3c(=O)n4c(nc3c2)CCCCC4)cc1`?
DT40 TDP1 no CPT: inconclusive; TDP1 inh: 2%; KAT2A inh: -5%

What do the screens show for `COc1ccccc1-n1c(=O)[nH]c2c(C(N)=O)nc(CC(C)C)nc21`?
DT40 TDP1 no CPT: -21%; TDP1 inh: 0%; KAT2A inh: -13%

How did COc1ccc(/C=C/C(=O)OCC(=O)c2ccc3c(c2)NC(=O)CO3)cc1 do in these assays?
DT40 TDP1 no CPT: -14%; TDP1 inh: -3%; KAT2A inh: 1%

Results for Cc1oc(-c2cc(F)cc(F)c2)nc1CN1CCN(C(=O)c2ccco2)CC1 ?
DT40 TDP1 no CPT: inconclusive; TDP1 inh: 1%[56.1 µM]; KAT2A inh: -5%

Results for COc1ccc(-c2[nH]c(-c3cccc(OC)c3)nc2SCC(=O)NC2CCCC2)cc1 ?
DT40 TDP1 no CPT: 23µM*; TDP1 inh: 12%&1%; KAT2A inh: -15%&-6%

How did CCN(Cc1ccncc1)C(=O)c1cc(COc2ccc(C)c(C)c2)on1 do in these assays?
DT40 TDP1 no CPT: inconclusive; TDP1 inh: -1%; KAT2A inh: -16%

How did CN(CC(=O)Nc1ccc(F)cc1)C(=O)C1CCCC1 do in these assays?
DT40 TDP1 no CPT: 1%; TDP1 inh: 1%; KAT2A inh: 0%

Results for COc1ccc(CCC(=O)N(C)CC(=O)Nc2cc(C)ccc2C)cc1 ?
DT40 TDP1 no CPT: -21%; TDP1 inh: 2%; KAT2A inh: -11%

Results for Cc1sc2ncnc(N)c2c1C ?
DT40 TDP1 no CPT: 19%; KAT2A inh: 0%

How did Cc1ccccc1CC(=O)Nc1sc(C(C)C)cc1C(=O)N1CCOCC1 do in these assays?
DT40 TDP1 no CPT: 0%; TDP1 inh: 2%; KAT2A inh: 0%

Results for Cc1ccc(CNC(=O)C2CCCCN2S(=O)(=O)c2ccc(F)cc2)cc1 (stereo unspecified) ?
DT40 TDP1 no CPT: 26µM*; TDP1 inh: -3%; KAT2A inh: -2%

What do the screens show for `COC(=O)Cn1c2ccc(Cl)cc2c2nc(C)sc21`?
DT40 TDP1 no CPT: -20%; TDP1 inh: 1%; KAT2A inh: -3%

How did COc1ccc(N2CCN(C(=O)NCc3ccc(C)cc3)CC2)cc1 do in these assays?
DT40 TDP1 no CPT: inconclusive; TDP1 inh: -9%; KAT2A inh: 0%

How did CC(C)CC1(C(=O)NCCN2CCOCC2)C=CCN1C(=O)c1ccccc1 (stereo unspecified) do in these assays?
DT40 TDP1 no CPT: 3%; TDP1 inh: 3%&7%; KAT2A inh: -3%

What do the screens show for `COc1ccccc1NC(=O)NCc1ccco1`?
DT40 TDP1 no CPT: inconclusive; TDP1 inh: 4%; KAT2A inh: -7%

Results for CN(C)c1ccc(C(=O)NCc2ccc3c(c2)CCN3C(=O)c2ccc(Cl)cc2)cc1 ?
DT40 TDP1 no CPT: -13%; TDP1 inh: 2%; KAT2A inh: -11%

Reprinted from the part before: four compounds, followed by the next part.
How did COc1ccc(N2CCN(C(=O)NCc3ccc(C)cc3)CC2)cc1 do in these assays?
DT40 TDP1 no CPT: inconclusive; TDP1 inh: -9%; KAT2A inh: 0%

How did CC(C)CC1(C(=O)NCCN2CCOCC2)C=CCN1C(=O)c1ccccc1 (stereo unspecified) do in these assays?
DT40 TDP1 no CPT: 3%; TDP1 inh: 3%&7%; KAT2A inh: -3%

What do the screens show for `COc1ccccc1NC(=O)NCc1ccco1`?
DT40 TDP1 no CPT: inconclusive; TDP1 inh: 4%; KAT2A inh: -7%

Results for CN(C)c1ccc(C(=O)NCc2ccc3c(c2)CCN3C(=O)c2ccc(Cl)cc2)cc1 ?
DT40 TDP1 no CPT: -13%; TDP1 inh: 2%; KAT2A inh: -11%

What do the screens show for `CCc1ccc(CCC(=O)Nc2ccc(C)c(C)c2)o1`?
DT40 TDP1 no CPT: -6%; TDP1 inh: 2%; KAT2A inh: -6%

What do the screens show for `c1ccc2c(c1)OCc1cn[nH]c1-2`?
DT40 TDP1 no CPT: -24%; KAT2A inh: -3%

How did COC(=O)c1ccc(NC(=O)CC2C(=O)N(c3ccccc3)C(=O)N2Cc2ccco2)cc1 (stereo unspecified) do in these assays?
DT40 TDP1 no CPT: -40%; TDP1 inh: 3%; KAT2A inh: -2%

What do the screens show for `CCOC(=O)c1c(C)[nH]c(C(=O)OC)c1CCC(=O)OC`?
DT40 TDP1 no CPT: inconclusive; TDP1 inh: 12%; KAT2A inh: -3%

Not all compounds are listed, so the mix of outcomes need not match the whole.
